MEKK2mut PB1 HTS – signal of MEK5 binding to mutant human MEKK2 PB1 domain; bead flow cytometry, Alexa488-MEK5 binding to MEKK2 mutant; percent response, % at 10 µM; 290,000 tested, 0.35% active; in the data active = percent response above about 24%, passing the limit was not always enough; also: inactives centre near 1; some results filed as inactive read as strong as hits
OXTR agonist – agonists of human oxytocin receptor. CHO-OTR cells, Fluo-8 calcium fluorescence; normalized: DMSO 0%, oxytocin 100%. activation, % at 3 µM. P30559. 320,000 tested, 0.32% active;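 active = activation above the mean of all tested compounds plus 3 SD, cutoff set per screening run, cut at about 20% in these data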;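 also: peak over basal fluorescence ratio from a 100 s FLIPR kinetic read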
Target sequence (P30559 whole entry, looked up): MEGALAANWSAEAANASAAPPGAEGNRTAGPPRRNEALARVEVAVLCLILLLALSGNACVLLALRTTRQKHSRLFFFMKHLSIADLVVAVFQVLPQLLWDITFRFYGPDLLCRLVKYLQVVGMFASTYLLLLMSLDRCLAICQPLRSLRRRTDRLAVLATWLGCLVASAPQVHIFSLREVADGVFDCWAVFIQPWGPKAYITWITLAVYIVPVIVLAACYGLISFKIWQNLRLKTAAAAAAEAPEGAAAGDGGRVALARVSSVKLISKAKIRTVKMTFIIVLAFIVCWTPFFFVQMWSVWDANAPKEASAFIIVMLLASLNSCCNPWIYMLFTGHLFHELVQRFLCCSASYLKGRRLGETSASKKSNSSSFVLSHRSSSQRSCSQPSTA
GPR7 antagonist – antagonists of human GPR7 (neuropeptides B/W receptor 1); GPR7-expressing cells, fluorescence antagonist assay; P48145; inhibition, % at 4.4 µM; AID 1861; 290,000 tested, 1.1% active; in the data active = inhibition above about 16%, passing the limit was not always enough;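 also: cells stimulated with the agonist NPW; 0% = agonist with vehicle and 100% = vehicle without agonist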
Target sequence (P48145 whole entry, looked up): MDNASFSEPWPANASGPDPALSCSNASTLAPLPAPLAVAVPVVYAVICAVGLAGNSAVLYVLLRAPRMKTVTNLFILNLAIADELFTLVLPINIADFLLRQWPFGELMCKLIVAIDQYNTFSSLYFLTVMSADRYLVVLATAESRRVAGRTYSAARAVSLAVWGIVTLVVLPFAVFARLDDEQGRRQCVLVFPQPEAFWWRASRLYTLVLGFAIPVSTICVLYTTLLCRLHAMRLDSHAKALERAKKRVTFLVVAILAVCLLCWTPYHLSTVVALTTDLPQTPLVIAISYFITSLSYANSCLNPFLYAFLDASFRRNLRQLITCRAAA
NALP1 inh – inhibitors of NALP1 inflammasome in yeast | S. cerevisiae NALP1/ASC/caspase-1 growth, X-gal OD620, 72 h | inhibition, % at 10 µM | 280,000 tested, 0.61% active | AID 2071; in the data active = inhibition mostly above about 24%, no sharp cut-off; inactive = mostly below about 32%; also: some compounds called inactive have numbers as strong as hits
V1R ag counter – counter-screen for oxytocin receptor agonists: human V1a receptor agonists. CHO-V1R cells, Fluo-8 calcium fluorescence, agonist mode; 0% DMSO, 100% 3 nM vasopressin. P37288. 320,000 tested, 0.25% active. AID 2797. activation, % at 3 µM;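 active = activation above the mean activation of all tested compounds plus 3 SD, per screening run, cut at about 20% in these data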;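 also: signal is peak over basal fluorescence ratio across a 100 second FLIPR read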
M18AAP inhibitor – blocks P. falciparum M18 aspartyl aminopeptidase | recombinant PfM18AAP, H-Glu-NHMec fluorogenic cleavage | inhibition, % at 7.35 µM | 290,000 tested, 1.2% active | AID 1822;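 active = inhibition above the campaign mean inhibition over all tested compounds plus 3 SD, cut at about 28% in these data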;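 also: 0% = plate median of test compound wells and 100% = 2 mM ZnCl2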
OXTR potentiate – human OXTR potentiation; CHO-OTR cells, Fluo-8 calcium fluorescence, potentiator mode; 0% = oxytocin EC15, 100% = EC100; activation, % at 3 µM; 320,000 tested, 0.061% active;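 active = activation above that plate's cutoff, the mean activation of tested compounds plus 3 SD, cut at about 6.6% in these data, passing the limit was not always enough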;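 also: 100% uses oxytocin at 75 nM as the full agonist control; some results filed as inactive read as strong as hits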
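System: human OTR in CHO cells / Also added: sub-maximal oxytocin, roughly EC15 / Control set: EC15 oxytocin low, 75 nM oxytocin high / Schedule: 6 min compound pre-incubation at room temperature, 100 s kinetic read / Compound: single-point 3.0 µM / Replication: singlicate / Technique: Fluo-8 calcium dye fluorescence / Read-out basis: % activation of max/min ratio relative to oxytocin controls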
GalR3 antagonist – blocks the human galanin receptor 3; O60755; HEK293 GalR3-CNG cAMP membrane potential fluorescence; galR3 body fused to GalR1 C-terminus; inhibition, % at 3 µM; 360,000 tested, 0.44% active; AID 651719;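 active = inhibition above the screen-wide average plus 3 SD, cut at about 13% in these data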;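 also: forskolin and galanin both at EC90 stimulate the cells; cAMP rise reported by CNG channel membrane potential dye signal; 0% = forskolin plus galanin with DMSO and 100% = forskolin alone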
Target sequence (O60755 1-299 limits assumed): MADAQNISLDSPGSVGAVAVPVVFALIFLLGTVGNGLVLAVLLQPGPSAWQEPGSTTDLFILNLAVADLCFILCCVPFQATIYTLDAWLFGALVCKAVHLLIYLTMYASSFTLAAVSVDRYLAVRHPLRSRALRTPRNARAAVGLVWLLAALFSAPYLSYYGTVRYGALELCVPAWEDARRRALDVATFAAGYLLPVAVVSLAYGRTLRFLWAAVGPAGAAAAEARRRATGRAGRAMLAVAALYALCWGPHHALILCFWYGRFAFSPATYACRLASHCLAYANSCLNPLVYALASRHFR
MEKK2 WT-MEK5 – raises or lowers MEK5 binding to wildtype human MEKK2 PB1 domain. binding response (% of control), % at 10 µM. bead flow cytometry, Alexa488-MEK5 binding to MEKK2 WT; actives lie on both sides. Q9Y2U5. 290,000 tested, 1.1% active; in the data active = binding response below about 67% or above about 130%
* = called active by the depositor.

For O=C(Nc1cccc(C(F)(F)F)c1)N(Cc1ccc(Cl)cc1)CC(O)C(F)(F)F (configuration not stated) the results were MEKK2mut PB1 HTS 15.0, OXTR agonist 0.3, GPR7 antagonist -11.9, NALP1 inh 11.9, V1R ag counter 1.7, M18AAP inhibitor 5.9, OXTR potentiate -16.1, GalR3 antagonist -0.5 and MEKK2 WT-MEK5 102.0.
CN(C)CCC(=O)c1ccc(F)cc1 was read as MEKK2mut PB1 HTS 3.0, OXTR agonist 0.6, GPR7 antagonist -0.4, NALP1 inh 9.4, V1R ag counter 1.4, M18AAP inhibitor -11.8, OXTR potentiate -2.1, GalR3 antagonist -5.8 and MEKK2 WT-MEK5 105.0.
For O=C(O)c1ccccc1OCc1nc2ccccc2s1 the results were MEKK2mut PB1 HTS -1.0, OXTR agonist -1.6, GPR7 antagonist -9.7, NALP1 inh 9.4, V1R ag counter -0.9, M18AAP inhibitor 0.8, OXTR potentiate -7.8, GalR3 antagonist -7.5 and MEKK2 WT-MEK5 96.0.
COc1ccc(C(=O)NC(=S)NNC(=O)c2cnccn2)cc1 was read as MEKK2mut PB1 HTS 0.0, OXTR agonist -1.4, GPR7 antagonist -6.4, NALP1 inh -28.3, V1R ag counter -0.2, M18AAP inhibitor 0.4, OXTR potentiate 0.1, GalR3 antagonist -2.6 and MEKK2 WT-MEK5 106.0.
CCOC(=O)Cn1nc(C)cc1NC(=O)c1ccncc1 was read as MEKK2mut PB1 HTS -12.0, OXTR agonist 0.4, GPR7 antagonist -20.7, NALP1 inh 1.1, V1R ag counter 0.4, M18AAP inhibitor -10.7, OXTR potentiate -16.8, GalR3 antagonist -2.6 and MEKK2 WT-MEK5 83.0.
Screening Cc1cccc2cc(C#N)c(N3CCCC3)nc12 returned MEKK2mut PB1 HTS -5.0, OXTR agonist -1.8, GPR7 antagonist 8.1, NALP1 inh -6.7, V1R ag counter -0.2, M18AAP inhibitor 1.1, OXTR potentiate -7.4, GalR3 antagonist -1.5 and MEKK2 WT-MEK5 88.0.
For Cc1cccc(C)c1OCCCCN1CCNCC1 the results were MEKK2mut PB1 HTS 6.0, OXTR agonist 0.7, GPR7 antagonist 0.1, NALP1 inh 6.2, V1R ag counter 1.6, M18AAP inhibitor -0.2, OXTR potentiate -7.2, GalR3 antagonist -1.9 and MEKK2 WT-MEK5 113.0.
Screening COc1ccccc1C(=O)NCCC(=O)NCC1CCCO1 (configuration not stated) returned OXTR agonist 0.4, V1R ag counter -0.4, OXTR potentiate -1.9 and GalR3 antagonist -2.4.
For CSc1nc(SCC(=O)NCc2ccco2)c2c3c(sc2n1)CN(C)CC3 the results were MEKK2mut PB1 HTS 2.0, OXTR agonist 0.2, GPR7 antagonist -9.3, V1R ag counter 0.2, M18AAP inhibitor 15.7, OXTR potentiate 2.2, GalR3 antagonist -2.7 and MEKK2 WT-MEK5 96.0.
O=C(NCc1cccc(C(F)(F)F)c1)c1cc(Cl)ccc1Cl was read as MEKK2mut PB1 HTS 0.0, OXTR agonist -1.9, GPR7 antagonist 4.1, NALP1 inh 29.3, V1R ag counter -1.1, M18AAP inhibitor -2.5, OXTR potentiate -5.1, GalR3 antagonist -6.2 and MEKK2 WT-MEK5 100.0.
COc1cc(NC(=O)COc2ccc(Cl)cc2)ccc1-c1cc2ccccc2oc1=O was read as MEKK2mut PB1 HTS -2.0, OXTR agonist 1.3, GPR7 antagonist -14.2, NALP1 inh 20.5, V1R ag counter 2.3, M18AAP inhibitor 0.4, OXTR potentiate -6.0, GalR3 antagonist -8.1 and MEKK2 WT-MEK5 98.0.
O=c1cc(-c2ccc(O)c(-c3c(O)cc(O)c4c(=O)cc(-c5ccc(O)cc5)oc34)c2)oc2cc(O)cc(O)c12 was read as MEKK2mut PB1 HTS -3.0, OXTR agonist 0.4, GPR7 antagonist -0.5, NALP1 inh 26.3, V1R ag counter 0.6, M18AAP inhibitor -0.5, OXTR potentiate -0.1, GalR3 antagonist -3.8 and MEKK2 WT-MEK5 97.0.
`CCOC(=O)CSc1[nH]c(=O)cc(C)c1C#N` gave MEKK2mut PB1 HTS 8.0, OXTR agonist -1.4, GPR7 antagonist -3.2, NALP1 inh -5.9, V1R ag counter 2.6, M18AAP inhibitor 5.4, OXTR potentiate -6.9, GalR3 antagonist -2.4 and MEKK2 WT-MEK5 102.0.
`Cn1c(CNC(=O)c2ccc(Cl)cc2)nnc1SCC(=O)N1CCOCC1` gave MEKK2mut PB1 HTS 4.0, OXTR agonist -0.4, GPR7 antagonist 3.0, NALP1 inh 8.5, V1R ag counter -0.5, M18AAP inhibitor -5.5, OXTR potentiate -9.6, GalR3 antagonist -1.0 and MEKK2 WT-MEK5 102.0.
For COC(=O)Cc1ccc(NC(=S)NCc2ccccc2)cc1 the results were MEKK2mut PB1 HTS 27.0, OXTR agonist 1.4, GPR7 antagonist -0.7, NALP1 inh 18.1, V1R ag counter 1.5, M18AAP inhibitor 7.2, OXTR potentiate -6.8, GalR3 antagonist -3.2 and MEKK2 WT-MEK5 122.0.
For Cc1cc(Nc2ccc(Cl)cc2)n2ncnc2n1 the results were MEKK2mut PB1 HTS 3.0, GPR7 antagonist -15.7, NALP1 inh 7.0, M18AAP inhibitor 0.1, GalR3 antagonist -9.5 and MEKK2 WT-MEK5 104.0.
COc1ccc(/C=C/c2nnc(NC(=O)C(C)(C)C)s2)cc1 was read as MEKK2mut PB1 HTS -11.0, OXTR agonist -3.0, GPR7 antagonist -22.7, V1R ag counter -1.0, M18AAP inhibitor 6.2, OXTR potentiate 4.6, GalR3 antagonist 1.9 and MEKK2 WT-MEK5 98.0.
For Cc1cc(C)nc(NC(=O)c2ccc(Cl)cc2Cl)n1 the results were MEKK2mut PB1 HTS -5.0, OXTR agonist -1.1, GPR7 antagonist -5.3, NALP1 inh 17.5, V1R ag counter -0.3, M18AAP inhibitor 4.9, OXTR potentiate -12.6, GalR3 antagonist 2.7 and MEKK2 WT-MEK5 92.0.
For COCCCNC(=S)Nc1ccc(OC(F)F)cc1C the results were MEKK2mut PB1 HTS -1.0, OXTR agonist 0.1, GPR7 antagonist -19.3, NALP1 inh -2.8, V1R ag counter -0.5, M18AAP inhibitor -0.6, OXTR potentiate -1.1, GalR3 antagonist -4.9 and MEKK2 WT-MEK5 99.0.
CC1=NN(c2nc(-c3ccc(C)cc3)cs2)C(=O)C1N=Nc1cccc(O)c1 (configuration not stated) was read as MEKK2mut PB1 HTS -10.0, OXTR agonist 0.2, GPR7 antagonist -3.6, NALP1 inh -4.2, V1R ag counter -0.6, M18AAP inhibitor 4.1, OXTR potentiate -5.0, GalR3 antagonist 1.8 and MEKK2 WT-MEK5 74.0.
`COc1ccc(Cl)cc1NC(=S)NCCN1CCOCC1` gave MEKK2mut PB1 HTS -3.0, OXTR agonist -0.2, GPR7 antagonist 7.4, NALP1 inh 0.0, V1R ag counter 1.6, M18AAP inhibitor -2.0, OXTR potentiate -3.0, GalR3 antagonist -0.1 and MEKK2 WT-MEK5 87.0.
`CCC(=O)Nc1ccc(C(=O)NNC(=O)c2ccc(Cl)cc2)cc1` gave MEKK2mut PB1 HTS 1.0, GPR7 antagonist 4.6, NALP1 inh 24.2, M18AAP inhibitor 0.0, GalR3 antagonist -9.1 and MEKK2 WT-MEK5 103.0.
`Cc1ccc(CCNC(=O)c2cccc(N3CCCC3=O)c2)cc1` gave MEKK2mut PB1 HTS 1.0, OXTR agonist 1.5, GPR7 antagonist -8.6, NALP1 inh 11.3, V1R ag counter 2.3, M18AAP inhibitor -8.1, OXTR potentiate -6.5 and MEKK2 WT-MEK5 102.0.
For C/C(=N\NC(=O)c1nc2ccccn2c1C)c1ccco1 the results were MEKK2mut PB1 HTS -3.0, OXTR agonist 0.5, GPR7 antagonist 1.8, NALP1 inh -15.1, V1R ag counter 0.3, M18AAP inhibitor -2.6, OXTR potentiate -9.6, GalR3 antagonist -4.2 and MEKK2 WT-MEK5 97.0.
Screening Cc1cc(C)nc(NC(=O)c2c(F)c(F)c(F)c(C(=O)Nc3cc(C)cc(C)n3)c2F)c1 returned OXTR agonist -1.3, V1R ag counter -0.4, OXTR potentiate -6.8 and GalR3 antagonist -3.0.
`O=C(c1ccc(OC2CCN(CCO)CC2)cc1)N1CCCC1` gave MEKK2mut PB1 HTS 9.0, OXTR agonist -0.2, GPR7 antagonist -0.3, NALP1 inh 2.9, V1R ag counter 0.9, M18AAP inhibitor -9.5, OXTR potentiate -12.0 and MEKK2 WT-MEK5 112.0.
For Nc1nc(SCc2cccc([N+](=O)[O-])c2)n[nH]1 the results were MEKK2mut PB1 HTS 6.0, OXTR agonist -0.2, GPR7 antagonist 12.6, NALP1 inh 12.0, V1R ag counter 0.6, M18AAP inhibitor 4.8, OXTR potentiate -13.7, GalR3 antagonist -9.1 and MEKK2 WT-MEK5 102.0.
For O=C(Nc1ccc(N2CCOCC2)cc1)c1cnsn1 the results were GPR7 antagonist -2.9, NALP1 inh 16.9, M18AAP inhibitor -2.7 and GalR3 antagonist -3.0.
For CSc1cccc(NC(=O)CCCn2c(=O)c3cccn3c3cccnc32)c1 the results were MEKK2mut PB1 HTS -1.0, OXTR agonist -0.8, GPR7 antagonist -17.6, NALP1 inh 18.8, V1R ag counter -0.1, M18AAP inhibitor -0.8, OXTR potentiate -8.8, GalR3 antagonist -2.1 and MEKK2 WT-MEK5 101.0.
`O=C1CN(O)C=C2N=c3ccccc3=C2N1c1ccc([N+](=O)[O-])cc1` gave MEKK2mut PB1 HTS -3.0, OXTR agonist 0.0, GPR7 antagonist -4.7, NALP1 inh -9.4, V1R ag counter -1.4, M18AAP inhibitor 2.4, OXTR potentiate -6.9, GalR3 antagonist -3.8 and MEKK2 WT-MEK5 93.0.
Screening O=C(NCc1ccco1)/C(=C\c1ccccc1)NC(=O)c1ccccc1 returned MEKK2mut PB1 HTS 3.0, OXTR agonist 0.0, GPR7 antagonist -4.7, NALP1 inh -13.5, V1R ag counter 0.3, M18AAP inhibitor 6.6, OXTR potentiate -4.2, GalR3 antagonist -9.0 and MEKK2 WT-MEK5 102.0.
O=C(NCCCn1ccnc1)/C(=C/c1cccs1)NC(=O)c1ccco1 was read as MEKK2mut PB1 HTS -6.0, OXTR agonist 0.0, GPR7 antagonist 0.7, NALP1 inh -1.0, V1R ag counter 0.5, M18AAP inhibitor -5.0, OXTR potentiate 2.6, GalR3 antagonist -1.5 and MEKK2 WT-MEK5 93.0.
For CCN(CC)C(=O)C1=C(C)NC(=S)NC1c1ccc(C)s1 (configuration not stated) the results were MEKK2mut PB1 HTS -1.0, OXTR agonist -0.5, GPR7 antagonist -5.1, NALP1 inh -12.6, V1R ag counter -0.1, M18AAP inhibitor 2.4, OXTR potentiate 1.9, GalR3 antagonist -2.0 and MEKK2 WT-MEK5 102.0.

A portion taken from the entries so far, for reference:
For O=C(Nc1cccc(C(F)(F)F)c1)N(Cc1ccc(Cl)cc1)CC(O)C(F)(F)F (configuration not stated) the results were MEKK2mut PB1 HTS 15.0, OXTR agonist 0.3, GPR7 antagonist -11.9, NALP1 inh 11.9, V1R ag counter 1.7, M18AAP inhibitor 5.9, OXTR potentiate -16.1, GalR3 antagonist -0.5 and MEKK2 WT-MEK5 102.0.
CN(C)CCC(=O)c1ccc(F)cc1 was read as MEKK2mut PB1 HTS 3.0, OXTR agonist 0.6, GPR7 antagonist -0.4, NALP1 inh 9.4, V1R ag counter 1.4, M18AAP inhibitor -11.8, OXTR potentiate -2.1, GalR3 antagonist -5.8 and MEKK2 WT-MEK5 105.0.

Screening data deposited in PubChem by several laboratories.
